TRPC6 inhibitor – mouse TRPC6 channel inhibition; Q61143; 1.1% of 310,000 active; B-score at 10 µM; HEK293-TRPC6, membrane potential dye, ACh-evoked depolarization; stronger effect = lower value;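 active means B-score under library mean minus 3 SD, initial fluorescence not abnormally high, positive integrated signal ratio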;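 further: B-score derived from integrated fluorescence ratio over the kinetic read; more negative B-score means stronger inhibition of depolarization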
Target sequence (Q61143 whole entry, looked up): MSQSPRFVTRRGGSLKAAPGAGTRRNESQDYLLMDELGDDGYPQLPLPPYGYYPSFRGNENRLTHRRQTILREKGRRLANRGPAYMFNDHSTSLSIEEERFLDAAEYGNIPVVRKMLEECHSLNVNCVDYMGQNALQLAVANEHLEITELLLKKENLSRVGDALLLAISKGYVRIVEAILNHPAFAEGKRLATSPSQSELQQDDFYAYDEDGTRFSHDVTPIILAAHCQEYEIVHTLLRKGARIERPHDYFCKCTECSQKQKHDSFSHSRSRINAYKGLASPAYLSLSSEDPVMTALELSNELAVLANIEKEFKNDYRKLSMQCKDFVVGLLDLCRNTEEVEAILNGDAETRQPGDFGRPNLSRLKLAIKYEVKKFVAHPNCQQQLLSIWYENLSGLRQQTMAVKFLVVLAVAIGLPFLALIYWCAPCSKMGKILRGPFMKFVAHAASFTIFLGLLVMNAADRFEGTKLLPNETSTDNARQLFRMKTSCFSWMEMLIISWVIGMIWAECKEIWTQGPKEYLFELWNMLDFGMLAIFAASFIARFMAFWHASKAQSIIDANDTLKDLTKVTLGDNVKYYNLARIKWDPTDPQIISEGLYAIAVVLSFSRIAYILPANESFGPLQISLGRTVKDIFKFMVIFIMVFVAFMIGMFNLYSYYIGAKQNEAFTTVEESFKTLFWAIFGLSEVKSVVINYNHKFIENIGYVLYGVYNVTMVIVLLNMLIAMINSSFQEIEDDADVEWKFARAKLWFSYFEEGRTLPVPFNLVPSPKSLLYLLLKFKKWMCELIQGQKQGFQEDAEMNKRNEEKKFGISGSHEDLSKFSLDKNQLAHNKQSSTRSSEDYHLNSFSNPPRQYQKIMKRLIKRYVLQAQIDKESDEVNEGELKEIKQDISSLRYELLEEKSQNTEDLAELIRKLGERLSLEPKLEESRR
TMEM16A act – activates or potentiates the mouse TMEM16A chloride channel. Q8BHY3. HEK293 TMEM16A/YFP-H148Q/I152L, iodide quench fluorescence; stronger effect = lower value. B-score at 10 µM. 0.3% of 340,000 active. AID 623877;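 active means fluorescence-ratio B-score plate-corrected deviation score at least 3 library SD below zero, with starting fluorescence score within 5 deviations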;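 further: channel opened by trigger with iodide after compound preincubation; score built on the fluorescence ratio of max minus min over baseline; more negative score means more quench and so TMEM16A activation or potentiation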
TRPC4 PAM – allosteric potentiators of mouse TRPC4 channel; B-score at 10 µM; HEK293 TRPC4beta/mu-opioid, DAMGO EC20, Fluo-4 Ca2+ flux; stronger effect = higher value; AID 2227; Q9QUQ5; 0.42% of 310,000 active;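 active means B-score of calcium response area above 5 SD of library B-scores, with initial fluorescence ratio within 5 SD of library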;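 further: B-score of integrated fluorescence ratio over time as area under calcium response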
TMEM16A inh – blocks the mouse calcium-activated chloride channel TMEM16A | HEK293 TMEM16A/YFP iodide influx fluorescence, ionomycin | 1.2% of 310,000 active | normalized B-score (activity score, 25-100; higher = stronger inhibition) at 10 µM | Q8BHY3;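 active means ratio plate-corrected score three or more library SD toward inhibition, starting fluorescence score within five deviations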;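 further: score derived from kinetic fluorescence span divided by baseline fluorescence per well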
SKKanGAS inh – SKKanGAS growth inhibition. inhibition, % at 7.5 µM. 1.3% of 300,000 active. S. pyogenes SKKanGAS, kanamycin growth, BacTiter-Glo, 6 h. AID 1662;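 active means mean replicate score, as percent of positive control median, at least 50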;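 further: strain carries kanamycin resistance gene driven by streptokinase promoter and grows in 40 µg/ml kanamycin; loss of luminescence reflects streptokinase promoter inhibition or plain growth inhibition; 0% = median of DMSO wells and 100% = positive control at its reference dose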
TRPC4 agonist – opens the mouse TRPC4 cation channel | B-score at 10 µM | 0.49% of 310,000 active | HEK293 TRPC4beta/mu-opioid, Fluo4 calcium fluorescence; stronger effect = higher value;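 active means B-score above 5 SD of library B-scores, and initial fluorescence ratio not above library mean plus 5 SD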;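 further: positive B-score marks a calcium rise read as TRPC4 activation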
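System: HEK293 cells stably co-expressing mouse TRPC4beta and mu-opioid receptor; Schedule: Fluo4 dye loading 45 min at room temperature, 110 s recording; Detection: Fluo4 fluorescence, kinetic; Evaluation: B-scored integrated calcium fluorescence ratio; Controls: buffer (low) and maximal DAMGO (high).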
TRPC4 inh – inhibitors of mouse TRPC4 channel; Q9QUQ5; HEK293 TRPC4beta/mu-opioid, DAMGO-evoked Fluo4 calcium flux; stronger effect = lower value; B-score at 10 µM; 0.39% of 300,000 active; AID 2247;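 active means B-score over 3 SD under the library average, no early fluorescence shift, positive overall ratio signal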
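Assay system – HEK293 line stably carrying TRPC4beta and mu-opioid receptor · Doses – single dose · Detection – Fluo4 calcium-dye fluorescence, kinetic read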
MrgX1 antag – human MrgX1 receptor antagonism, primary screen | 1.3% of 310,000 active | MRGX1-HEK293 calcium flux, Fluo-4, BAM8-22 antagonism; stronger effect = lower value | B-score at 10 µM | AID 588676 | Q96LB2;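 active means calcium-response B-score plate-corrected more than 3 library SD below zero, starting fluorescence within 5 deviations, no agonist response on first addition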;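 further: peak minus trough fluorescence over baseline after final BAM8-22 challenge near maximal dose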
MrgX1 PAM – allosterically activates human MrgX1 receptor signaling. MrgX1-HEK293, Fluo-4 calcium flux, FDSS; stronger effect = higher value. B-score at 10 µM. 0.63% of 310,000 active. Q96LB2;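 active means plate-corrected calcium response at least 3 library SD above typical, normal starting fluorescence, not activating the receptor alone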;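 further: compound read alongside a low EC10 to EC30 dose of BAM8-22 agonist; peak minus trough fluorescence over baseline measured at the second addition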
TRPC6 activator – mouse TRPC6 channel activation. Q61143. HEK293-TRPC6 membrane potential dye fluorescence; stronger effect = higher value. B-score at 10 µM. 0.13% of 310,000 active. AID 2550;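 active means B-score of the integrated fluorescence ratio above library mean plus 3 SD, and starting fluorescence ratio within library mean plus 5 SD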;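 further: higher score means more depolarization so channel activation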
MrgX1 agonist – human MrgX1 receptor agonism, primary screen; MrgX1-HEK293 cells, Fluo-4 calcium fluorescence, agonist mode; stronger effect = higher value; 0.44% of 310,000 active; B-score at 10 µM;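 active means calcium response B-score plate-corrected fluorescence ratio at least 3 library SD, with starting fluorescence B-score inside 5 SD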
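Test system: HEK293 cells stably expressing human MrgX1 receptor; amount: 15,000 cells per well; doses: compound delivered in addition one of three; times: overnight plating before 1 h dye loading; detection: Fluo-4 NW calcium-flux fluorescence, kinetic read; read-out basis: B-scored fluorescence response ratio; controls: positive and negative controls per plate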
* hit, by the source's call; i = inactive.

#1 CCN(CC)C(=O)N1c2ccccc2CC(N(CC)CC)c2ccccc21 (configuration not stated)
#2 Cn1c(CCc2ccccc2)nnc1SCC(N)=O
#3 COc1cc2ncc(S(=O)(=O)c3ccccc3)c(N3CCCC(C)C3)c2cc1OC (configuration not stated)
#4 CC(=O)N(CCCN(C)C)Cc1ccccn1
#5 CN(C)CCCNC(=S)/N=c1\sccn1Cc1ccccc1Cl
entry no.	1	2	3	4	5
TRPC6 inhibitor	-5.2*	i	i	i	i
TMEM16A act	i	i	i	i	i
TRPC4 PAM	i	i	i	i	i
TMEM16A inh	i	i	i	i	i
SKKanGAS inh	-1.5	-0.4	43.8	-2.1	-3.2
TRPC4 agonist	i	i	i	i	i
TRPC4 inh	i	i	i	i	i
MrgX1 antag	i	i	i	i	i
MrgX1 PAM	i	i	i	i	i
TRPC6 activator	i	i	i	i	i
MrgX1 agonist	i	i	i	i	i

In a second layout: 2 of the compounds above.
[4] CC(=O)N(CCCN(C)C)Cc1ccccn1
  TRPC6 inhibitor = i | TMEM16A act = i | TRPC4 PAM = i | TMEM16A inh = i | SKKanGAS inh = -2.1 | TRPC4 agonist = i | TRPC4 inh = i | MrgX1 antag = i | MrgX1 PAM = i | TRPC6 activator = i | MrgX1 agonist = i
[1] CCN(CC)C(=O)N1c2ccccc2CC(N(CC)CC)c2ccccc21 (configuration not stated)
  TRPC6 inhibitor = -5.2* | TMEM16A act = i | TRPC4 PAM = i | TMEM16A inh = i | SKKanGAS inh = -1.5 | TRPC4 agonist = i | TRPC4 inh = i | MrgX1 antag = i | MrgX1 PAM = i | TRPC6 activator = i | MrgX1 agonist = i

Going on with the list.
#6 Cc1cc(/C=N/n2cnnc2)c(O)c([N+](=O)[O-])c1
#7 COc1cccc(-c2nn(-c3ccc(C)cc3)cc2C(=O)NCC2CCCO2)c1 (configuration not stated)
#8 O=C(CCCc1nc(-c2ccc(Cl)cc2)no1)N1CCOCC1
#9 CC1(C)CN(c2ccccc2)N(C(=O)c2ccc(C#N)cc2)C1=O
#10 CC(=O)c1cccc(N2C(=NC(=O)C3CCCCC3)SC3CS(=O)(=O)CC32)c1 (configuration not stated)
entry no.	6	7	8	9	10
TRPC6 inhibitor	i	i	i	i	i
TMEM16A act	i	i	i	i	i
TRPC4 PAM	i	i	i	i	i
TMEM16A inh	i	i	i	i	i
SKKanGAS inh	-3.6	-8.2	-8.9	1.3	-3.3
TRPC4 agonist	i	i	i	i	i
TRPC4 inh	i	i	i	i	i
MrgX1 antag	i	i	i	i	i
MrgX1 PAM	i	i	i	i	i
TRPC6 activator	i	i	i	i	i
MrgX1 agonist	i	i	i	i	i

#11 C=CCn1c(SCC(=O)Nc2ccc(C(=O)O)cc2)nnc1-c1cccnc1
#12 COCc1nc2sc(C)c(C)c2c(=O)[nH]1
#13 Cc1ccc(NS(=O)(=O)c2c(C)[nH]c(C)c2C(=O)N2CCCCC2)cc1F
#14 O=[N+]([O-])c1ccc(C2=NN(CCO)C(=Nc3ccc(OC(F)(F)F)cc3)SC2)cc1
#15 CC(CC(=O)N(CCC1=CCCCC1)c1c(N)n(Cc2ccccc2)c(=O)[nH]c1=O)c1ccccc1 (configuration not stated)
entry no.	11	12	13	14	15
TRPC6 inhibitor	i	i	i	i	i
TMEM16A act	i	i	i	i	i
TRPC4 PAM	i	i	i	i	i
TMEM16A inh	i	i	i	i	i
SKKanGAS inh	-4.5	14.0	18.1	28.2	-7.1
TRPC4 agonist	i	i	i	i	i
TRPC4 inh	i	i	i	i	i
MrgX1 antag	i	i	i	i	i
MrgX1 PAM	i	i	i	i	i
TRPC6 activator	i	i	i	i	i
MrgX1 agonist	i	i	i	i	i

A second format for some results above:
Order of values – TRPC6 inhibitor	TMEM16A act	TRPC4 PAM	TMEM16A inh	SKKanGAS inh	TRPC4 agonist	TRPC4 inh	MrgX1 antag	MrgX1 PAM	TRPC6 activator	MrgX1 agonist
13. Cc1ccc(NS(=O)(=O)c2c(C)[nH]c(C)c2C(=O)N2CCCCC2)cc1F
  i	i	i	i	18.1	i	i	i	i	i	i
15. CC(CC(=O)N(CCC1=CCCCC1)c1c(N)n(Cc2ccccc2)c(=O)[nH]c1=O)c1ccccc1 (configuration not stated)
  i	i	i	i	-7.1	i	i	i	i	i	i
12. COCc1nc2sc(C)c(C)c2c(=O)[nH]1
  i	i	i	i	14.0	i	i	i	i	i	i
11. C=CCn1c(SCC(=O)Nc2ccc(C(=O)O)cc2)nnc1-c1cccnc1
  i	i	i	i	-4.5	i	i	i	i	i	i

Further compounds.
#16 O=C1CCC(=O)N1CCc1c[nH]c2ccccc12
#17 Cc1nn(-c2ccccc2)c(NC(=O)c2ccccc2)c1Br
#18 O=C(CN(C(=O)CCC(=O)Nc1nccs1)c1ccccc1F)NCC1CCCO1 (configuration not stated)
#19 S=C(NC1CC1)N1CCN(c2ccc(Cl)cc2)CC1
#20 COCCNC(=S)N=Nc1c(O)[nH]c2ccc([N+](=O)[O-])cc12
#21 COc1ccc(NS(=O)(=O)c2cccc(C(=O)NNC(=O)CN3C(=O)NC(C)(C)C3=O)c2)cc1
#22 O=c1c(C=NCc2cccnc2)c(C(F)(F)F)[nH]n1-c1nc2ccccc2s1
#23 CC12CCC(C(=O)Nc3cccc(NC(=O)C45CCC(C)(C(=O)O4)C5(C)C)n3)(OC1=O)C2(C)C
entry no.	16	17	18	19	20	21	22	23
TRPC6 inhibitor	i	i	i	i	i	i	i	i
TMEM16A act	i	i	i	i	i	i	i	i
TRPC4 PAM	i	i	i	i	i	i	i	i
TMEM16A inh	i	i	i	i	i	i	i	i
SKKanGAS inh	5.5	-12.6	-12.3	-0.3	4.5	1.4	12.0	2.1
TRPC4 agonist	i	i	i	i	i	i	i	i
TRPC4 inh	i	i	i	i	i	i	i	i
MrgX1 antag	i	i	i	i	i	i	i	i
MrgX1 PAM	i	i	i	i	i	i	i	i
TRPC6 activator	i	i	i	i	i	i	i	i
MrgX1 agonist	i	i	i	i	i	i	i	i

Source: PubChem BioAssay (several laboratories)
